Growth percent in the NCI-60 one-dose screen (48 h, 10 µM unless noted): 100 = growth as untreated, 0 = no growth, -100 = all killed.
PC-3 – PC-3 prostate cancer cells | 80,000 tested, 3.9% active
OVCAR-4 – OVCAR-4 ovarian cancer cells; AID 1794784; 80,000 tested, 3.7% active
SK-OV-3 – SK-OV-3 ovarian cancer cells; 80,000 tested, 3.2% active; AID 1794785
OVCAR-5 – OVCAR-5 ovarian cancer; 82,000 tested, 2.9% active
IGROV1 – IGROV1 ovarian cancer; AID 1794786; 79,000 tested, 4.7% active
DU-145 – DU-145 prostate cancer | 81,000 tested, 4.2% active
OVCAR-3 – OVCAR-3 ovarian cancer. AID 1794787. 79,000 tested, 7% active
OVCAR-8 – OVCAR-8 ovarian cancer. 81,000 tested, 4.4% active. AID 1794782
An asterisk follows results filed as active; · = no result given; & = joins results of further samples. How the source made its calls: active means growth percent below 10; inactive means the rest.

canonical_smiles	PC-3	OVCAR-8	SK-OV-3	OVCAR-4	DU-145	OVCAR-5	OVCAR-3	IGROV1
CCOC(=O)NC(=S)Nc1ccc2c(ccn2C(=O)c2cccc(F)c2)c1	100	102	103	103	107	109	108	102
c1ccc2c(c1)ncn2-c1ccnc(NCCc2ccncc2)n1	93	89	91	93	90	95	98	73
CCN1C(=O)N(CC)C2C1NC(=S)N2/N=C/C=C/c1cccs1 (stereo unspecified)	35	17	44	57	23	33	2.0*	24
C=C1CCC2C3(C)COC(c4ccc(F)cc4)OC3CCC2(C)C1CC(O)C1=CCOC1=O (stereo unspecified)	38	-2.8*	98	54	59	51	63	37
COc1ccc(-c2cc(=O)c3c(C)cc(O)cc3o2)cc1	102	111	126	112	105	120	107	132
Cc1nc(Nc2cccc(NC(=O)Nc3ccc(Cl)cc3)c2)c2ccccc2n1	78	94	98	48	92	106	91	102
Nc1ccc2c(c1)CCc1ccccc1-2	87	100	80	94	106	104	103	101
COCCn1cc(-c2nc(-c3c[nH]c4ncccc34)cs2)c2ccccc21	33	81	55	15	85	44	14	36
O=C(NC1CCCCC1)c1ccc(Nc2ncnc3c2cnn3-c2ccccc2)cc1	53	22	54	30	55	80	87	71
COc1ccc(C(=O)CCN(Cc2ccccc2)Cc2cc(OC)c(OC)c(OC)c2)cc1	106	103	106	103	117	102	114	103
O=S1OC(c2ccccc2)C(c2ccccc2)O1 (stereo unspecified)	94	110	102	102	109	99	102	97
O=C(O)c1ccccc1Br	94	114	110	101	132	118	116	122
Clc1ccc(SC2Cc3ccccc3C2)cc1	101	106	112	118	113	113	120	104
CC(=O)N(CC(O)CN(C(C)=O)c1c(I)c(C(=O)NCC(O)CO)c(I)c(C(=O)NCC(O)CO)c1I)c1c(I)c(C(=O)NCC(O)CO)c(I)c(C(=O)NCC(O)CO)c1I (stereo unspecified)	91	101	104	128	108	95	94	102
CNC1(C(N)=O)CCNCC1	·	101	115	105	114	108	110	113
CCOC(=O)c1cccc(NC2=C(Cl)C(=O)C(C)=C(C)C2=O)c1	86	99	107	-4.2*	104	105	100	32
O=C1OC(c2ccc3ccccc3c2O)(c2ccc3ccccc3c2O)c2ccccc21	65	94	99	90	124	128	84	68
CCSc1cc(C)nc(N)n1	90	108	107	102	103	96	106	98
Cc1nc(N)nc(Cl)c1CCC1OCCO1	98	107	113	·	112	115	131	110
CCCC(CC)N(c1ccc(OC)cc1)c1nc(-c2ccc([N+](=O)[O-])cc2)cs1 (stereo unspecified)	78	91	91	87	103	96	97	97
CC[C@]12C=CCN3CC[C@@]4(c5ccc(OC)cc5N(C)[C@H]4[C@@](O)(C(=O)OC)[C@@H]1OC(=O)CCCN1CCN(C)CC1)[C@@H]32	93	93	93	101	100	96	78	102
CCOC(=O)/C(=C/c1ccc(OC)cc1)N(CC)CC	95	100	116	116	102	113	106	106
O=C(O)c1cn(C2CC2)c2cc(N3CCN(CN4C(=O)c5ccccc5C4=O)CC3)c(F)cc2c1=O	106	102	·	109	108	109	115	110
Cc1[nH]c(C(=O)Nc2ccccc2OCc2cccc(C(=O)NC3CCNC3)c2)c(Cl)c1Cl (stereo unspecified)	59	-37*	107	68	-85*	45	-27*	31
CCCCCCCCn1ccc2cc(NC(=O)Cn3cc(CN4CCC(C)CC4)nn3)ccc21	43	33	79	63	42	77	15	40
CSc1ccc(C(=NNS(=O)(=O)c2ccc(C)cc2)c2ccc(F)cc2)cc1	97	104	109	95	106	102	·	100
CC(C)c1cc(C(C)C)n2nc(N)nc2n1	·	100	110	96	114	101	115	107
NC(=O)NC(=O)/C=C\C(=O)OCCc1ccccc1	85	102	96	108	107	104	105	104
Fc1ccccc1NCn1nc(-c2cnccn2)oc1=S	92	94	94	109	109	90	108	104
N=c1scc(-c2ccc(Cl)cc2)n1CC(=O)N1CCN(c2ccccc2)CC1	82	98	109	86	114	94	113	101
CCn1c(=O)sc2cc3ccccc3nc21	102	102	105	99	104	100	·	106
Cn1cnc([N+](=O)[O-])c1S(=O)(=O)Nc1ccccc1	88	98	113	109	109	103	109	95
CCC(C)NC(=O)c1ccc(Cl)cc1Cl (stereo unspecified)	100	103	112	99	107	97	107	112
Cc1ccc(COc2ccc(NC(=O)Nc3ccc(Cl)c(C(F)(F)F)c3)cc2)cc1	38	80	97	66	82	85	69	79
COc1ccc(CNCCN2C(=O)c3ccc4c5c(ccc(c35)C2=O)C(=O)N(CCNCc2ccc(OC)c(OC)c2OC)C4=O)c(OC)c1OC	0.0*	-9.8*	58	-94*	-42*	-60*	-43*	-30*
COc1ccc(/C(C#N)=C/c2ccc(NC(C)=O)cc2)cc1	89	101	116	106	99	97	101	113
COc1cc(CC(=O)c2ccc(O)c(OC)c2)ccc1O	83	98	100	103	108	98	105	111
O=C(CSc1nc2ccccc2[nH]1)Nc1ccc(-c2nc3ccccc3s2)cc1	67	80	103	56	·	102	10	98
CC(C)(C)Nc1nc2c(OCCc3ccccc3)cccn2c1-c1ccccc1O	102	101	113	91	110	101	117	107
c1ccc2c([C@@H]3CCCCCC[C@H](c4c[nH]c5ccccc45)c4c3[nH]c3ccccc43)c[nH]c2c1	66	95	85	75	96	119	83	55
CC(C)(CO)N(CC(=O)O)CC(=O)O	97	100	111	108	111	101	113	116
CCOC(=O)C(C#N)=C(C)C	102&95&102	101&103&106	107&110&102	100&109&109	101&102	100&104&106	105&106&109	113&106&103
CN(C)c1ccc(/C=C/C=C2\c3ccccc3-c3ccc([N+](=O)[O-])cc32)cc1	82	103	85	99	95	106	106	104
COc1ccc([C@H]2C(=O)N(c3cc(OC)c(OC)c(OC)c3)[C@@H]2c2ccc(OC)c(O)c2)cc1	21	5.8*	28	64	17	35	·	28
COc1ccc(C(=O)/C=C/c2ccc3c(c2)OCO3)cc1S(=O)(=O)NNC(=O)c1ccncc1	103	96	111	102	104	106	100	99
CCc1ccc(N2C(=O)CCSC2=S)cc1	95	107	108	104	108	106	108	103
COc1cc(OC)c2c(c1)O[C@@]1(OC)[C@H](c3ccccc3)CC(=O)[C@@]21O	97	105	106	111	112	105	112	107
Cc1ccc(-c2ccc(-c3ccccc3N)c3[nH]c4ccccc4c23)cc1	40	83	90	72	75	94	79	64
CCN(CC)CCN1C(=O)c2c(c(C)c3c(oc4cc(OC)ccc43)c2C)C1=O	92	91	115	74	75	94	112	42
O=C1c2ccccc2-c2c1c1cccnc1c(=O)n2C[C@H](O)CO	·	59	60	92	81	104	80	50
Cc1nc2c(C)c(C(=O)Nc3ccccc3F)sc2c(=O)[nH]1	96	111	113	·	115	123	118	104
O=C1Nc2ccc(Cl)cc2C12NCCc1cc(O)c(O)cc12 (stereo unspecified)	74	96	93	91	111	96	82	85
CCCCCCC(C)NCCOC(=O)c1ccc(N)cc1 (stereo unspecified)	95	93	96	106	104	108	100	88
COc1ccc(-n2nc(C(=O)Nc3ccc(F)cc3)nc2-c2cc(OC)c(OC)c(OC)c2)cc1	79	·	95	90	111	98	92	98
COc1ccc2c(c1)/C(=C\c1c[nH]c3ccc(F)cc13)C(=O)N2	84	82	93	65	84	100	84	69
O=C(O)c1ccc(C(=O)O)o1	97	105	111	109	113	99	132	104
Cc1ccc2[nH]c(=O)c([N+](=O)[O-])c(N=[N+]=[N-])c2c1	75	88	69	91	95	92	92	81
CCCCCCCCCCSc1ncnc2nc[nH]c12	80	67	85	61	75	101	71	75
C=CCOC(=O)Oc1ccc(Cl)cc1	97	106	101	105	110	113	111	119
O=C(c1ccc([N+](=O)[O-])cc1)N1CCN(c2ccnc3cc(Cl)ccc23)CC1	90	101	97	103	108	95	113	104

(cont.)
canonical_smiles	PC-3	OVCAR-8	SK-OV-3	OVCAR-4	DU-145	OVCAR-5	OVCAR-3	IGROV1
CC(C)(C)n1nc(C2CC2)c(Br)c1NC(=O)c1ccccc1Cl	92	101	101	117	125	108	132	94
OCc1cc(CN2CCC(N3CCCCC3)CC2)c(O)c2ncccc12	57	65	55	46	62	71	55	73
Cc1cc(C)c(C#N)c(OCc2cc(C(C)(C)C)cc(C(C)(C)C)c2)n1	·	103	108	98	104	109	112	104
C[C@@H](c1ccc2c(c1)[nH]c1ccc(Cl)cc12)c1nc2ccc(Cl)cc2[nH]1	84	94	96	74	91	75	72	58
Cc1c([N+](=O)[O-])oc2c1C(=O)NCCC2	90	99	109	100	105	100	106	114
Cc1ccc(/C=C/C(=O)c2cccc(NC(=O)CSc3nc4ccccc4c(=O)n3-c3ccccc3)c2)c(C)c1	96	102	106	102	108	105	·	108
C(=N/OCc1ccccc1)/c1cccnc1	89&114	92&109	105&122	109	94&110	95&101	102&112	108&126
CSc1nn2c(-c3ccc(Cl)cc3)ccnc2c1C#N	92	92	106	71	72	88	93	82
Cc1nnc(/N=C2\NC(=O)/C(=C/c3ccc(N(C)C)cc3)S2)s1	58	79	72	75	84	100	45	60
Cc1nonc1C	94	98	104	105	96	105	93	103
Clc1ccc(N2N=C(c3cccc(Nc4ccncc4)c3)CC2c2ccc(Br)cc2)cc1 (stereo unspecified)	22	-19*	86	0.1*	25	78	38	3.0*
C=C(C)[C@@H]1CC[C@]2(N=C=O)CC[C@]3(C)[C@H](CC[C@@H]4[C@@]5(C)Cc6c([nH]c7ccccc67)C(C)(C)[C@@H]5CC[C@]43C)[C@@H]12	40	71	89	73	63	93	89	84
OC1COC(c2ccccc2)OC1C(O)C1OC(c2ccccc2)OCC1O (stereo unspecified)	84	101	106	112	113	85	110	125
Cn1cc(-c2nc(N)nnc2-c2c[nH]c3ccccc23)c2cc(Br)ccc21	6.5*	33	30	74	19	55	17	30
c1cc(-c2nc3sc(-c4ccncc4)nc3s2)ccn1	101	104	105	100	103	102	·	110
Cc1ccc(S(=O)(=O)Nc2ccc3nc(NC(=O)c4ccco4)sc3c2)cc1	88	91	107	77	103	96	109	93
O=C(Nc1cc(=O)[nH]c(=O)[nH]1)C(Cl)Cl	92	102	107	112	113	112	113	108
Cc1ccccc1C(C)(O)c1cnc(C)n1Cc1ccccc1 (stereo unspecified)	83	109	115	·	121	100	118	110
CN(C[C@H]1Cc2c(cccc2N2CCN(Cc3ccccn3)CC2)CN1)[C@H]1CCCc2cccnc21	46	43	51	73	67	71	65	49
c1ccc(CCCc2ccnc3ccccc23)nc1	80	100	105	81	95	99	90	105
COc1cc(CNC(=O)Cc2ccccc2)ccc1OCc1cn(-c2ccc([N+](=O)[O-])cc2)nn1	94	102	·	84	106	112	103	96
CCC(=O)c1ccc2c(c1)N(CCCN1CCN(CCO)CC1)c1ccccc1S2	66	91	94	94	93	103	100	·
COC(=O)C1CC=C(C)CC1 (stereo unspecified)	97	106	109	115	113	110	114	100
COc1cccc(Oc2nc(Nc3ccc(N4CCOCC4)cc3)ncc2NC(N)=O)c1	82	97	99	97	97	93	107	116
O=C(NNc1nc2c(F)cccc2n2cccc12)c1cnccn1	36	21	28	28	26	39	23	21
CC(C)OC1=C(Cl)C(=O)c2ccccc2C1=O	69	76	103	72	119	101	78	99
O=C(CSc1nnc(-c2ccc3nc(-c4ccccc4)[nH]c3c2)o1)Nc1ccc(Br)cc1	61	25	80	81	78	86	74	80
OCC1CC2CCC1C2 (stereo unspecified)	95&100	94&100	94&103	106	116&104	102&101	113&112	122&99
CCOP(=O)(OCC)C(NC(=O)c1ccccc1)C(=O)NCCCCl (stereo unspecified)	93	95	90	101	109	95	107	94
O=C(CSc1oc(-c2ccccc2)nc1S(=O)(=O)c1ccc(F)cc1)Nc1ccc(F)cc1	72	70	81	67	94	99	98	102
OC(c1ccccc1)(c1ccccc1)C1CC1	93	104	116	114	120	113	129	128
CC1(c2ccc[n+](Cc3ccccc3)c2)OCCO1	101	105	113	107	104	100	104	106
COc1cc(-c2csc(NC(=O)c3ccc4c(c3)OCCO4)n2)cc(OC)c1OC	62	85	94	82	89	88	96	82
C#C[C@@H]1CC2Cc3ccc(Cl)c(C)c3N1O2 (stereo partly specified)	·	103	103	97	114	94	116	110
COc1ccc(-c2nc(SCC(C)C)nc(N/N=C(/C)c3ccc(O)cc3)c2C#N)cc1	84	87	90	97	92	96	109	86
